# Rv3671c protease = inhibits the M. tuberculosis serine protease Rv3671c. AID 2606. P9WHR9. inhibition, % at 5.96 µM. 320,000 tested, 0.048% active; in the data active = inhibition above about 38%;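 also: extracellular domain of Rv3671c used as enzyme; 0% = enzyme with DMSO and 100% = no enzyme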
# Target sequence (P9WHR9 whole entry, looked up, the tested form may be a part): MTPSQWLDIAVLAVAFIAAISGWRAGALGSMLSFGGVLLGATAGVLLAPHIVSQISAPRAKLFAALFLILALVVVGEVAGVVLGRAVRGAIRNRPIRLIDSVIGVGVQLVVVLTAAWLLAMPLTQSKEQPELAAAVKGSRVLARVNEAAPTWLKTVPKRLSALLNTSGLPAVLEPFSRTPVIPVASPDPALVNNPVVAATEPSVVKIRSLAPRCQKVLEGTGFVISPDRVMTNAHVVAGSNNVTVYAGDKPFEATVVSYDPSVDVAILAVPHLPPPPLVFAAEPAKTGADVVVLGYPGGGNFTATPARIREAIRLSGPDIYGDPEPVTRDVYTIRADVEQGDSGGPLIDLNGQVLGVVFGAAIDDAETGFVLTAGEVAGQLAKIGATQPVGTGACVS
# Yp Topo-I inh = inhibitors of Yersinia pestis topoisomerase I. Y. pestis Topo-I cleavage product accumulation, plate reader. activity, % at 10 µM. 360,000 tested, 0.064% active. AID 504884; in the data active = activity above about 50%, passing the limit was not always enough; also: inactives centre near 2
# 3CLpro inhibitor = SARS-CoV 3CLpro protease inhibition. P0C6X7. recombinant SARS-CoV 3CLpro, quenched FRET peptide cleavage. inhibition, % at 6 µM. 290,000 tested, 0.14% active. AID 1706; in the data active = inhibition above about 12%
# VHR inh abs = inhibitors of human VHR1 phosphatase (DUSP3). P51452. recombinant VHR phosphatase, pNPP absorbance. inhibition, % at 13.3 µM. 290,000 tested, 0.52% active. AID 1654; in the data active = inhibition above about 50%; also: some compounds called inactive have numbers as strong as hits
# Target sequence (P51452 whole entry, looked up): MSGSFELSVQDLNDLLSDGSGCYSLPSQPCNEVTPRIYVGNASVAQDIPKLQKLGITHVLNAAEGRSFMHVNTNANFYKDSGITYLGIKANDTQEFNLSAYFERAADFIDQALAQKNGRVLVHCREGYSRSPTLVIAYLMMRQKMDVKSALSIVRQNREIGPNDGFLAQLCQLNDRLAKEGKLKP
# TcdB inh = TcdB glycohydrolase inhibition; AID 652162; 350,000 tested, 0.24% active; inhibition, % at 9.99 µM; TcdB glycohydrolase enzymatic assay, plate reader; P18177; in the data active = inhibition above about 10%
# PriA SSB inh = blocks PriA binding to SSB C-terminal tail. 430,000 tested, 0.6% active. inhibition, % at 33 µM. AlphaScreen SSBct-PriA binding, biotinylated peptide; in the data active = inhibition mostly above about 37%, no sharp cut-off; inactive = mostly below about 20%;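 also: plate controls were negative control peptide for no effect and reference peptide for full effect; strong numbers were not always called active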
# CCHFV vOTU inh = blocks the CCHF virus ovarian tumor domain protease; CCHFV vOTU protease, Pep-AMC fluorescence; inhibition, % at 11.5 µM; 370,000 tested, 0.55% active; AID 651958; in the data active = inhibition above about 30%; also: 0% = vehicle wells with enzyme and 100% = no enzyme wells
# BH1578 lux ind = inducers of Vibrio cholerae quorum light production without autoinducers. V. cholerae BH1578 lux reporter, luminescence, 6 h. activation, % at 18.7 µM. 350,000 tested, 0.16% active. AID 588436; in the data active = activation mostly above about 9.7%, no sharp cut-off; also: not every result past the cut was called active; inactives centre near 0; reference of the scale not given here
# PrPC surface inh = inhibitors of human cell surface prion protein PrPC | P04156 | TR-FRET read-out | inhibition, % at 13.8 µM | 370,000 tested, 0.43% active; in the data active = inhibition above about 24%; also: 0% = median of the test wells and 100% = reference compound wells
# MazF activator = activators of E. coli MazEF toxin-antitoxin RNase | 350,000 tested, 0.32% active | activation, % at 20 µM | P0AE70 | FAM/BHQ RNA-DNA oligo cleavage fluorescence, 5 h; in the data active = activation above about 50%
# Target sequence (P0AE70 whole entry, looked up): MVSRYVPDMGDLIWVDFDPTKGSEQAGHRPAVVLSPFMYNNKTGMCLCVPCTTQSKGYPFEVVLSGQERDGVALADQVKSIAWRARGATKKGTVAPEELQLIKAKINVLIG
# * marks the source's active call; other numbers are inactive results; i = inactive; . = not tested or not shown; & = joins results of further samples.
mol	PrPC surface inh	Rv3671c protease	BH1578 lux ind	3CLpro inhibitor	Yp Topo-I inh	PriA SSB inh	CCHFV vOTU inh	MazF activator	VHR inh abs	TcdB inh
Cc1c(CN(C)C(=O)CSc2nc(-c3ccco3)cc(C(F)(F)F)n2)cnn1C	-1	6	2.0	-2	4	1	-4	-5	19	.
COc1ccccc1OCCn1cc(C#N)c2ccccc21	6	3	i	-2	11	-17	6	5	13	.
Cc1ccc(-n2cc(CNCC3CC(=O)N(C4CC4)C3)c(-c3cccc(C)c3)n2)cc1 (stereo unspecified)	-3	1	i	1	1	13	16	0	17	0.7
O=C(CCCO)N/N=C/c1cc(Br)ccc1O	0	7	-0.3	0	-4	.	-6	13	-4	-36
O=C(Nc1cccc2c1C(=O)NC2=O)c1ccc(N2C(=O)CCC2=O)cc1	3	-10	-0.9	-1	4	-13&-14	-3	7	22	-0.6
CN(Cc1ccccc1)C(=O)c1ccc(NC(=O)Cc2ccc(NC(=O)C3CCN(S(=O)(=O)c4cccc([N+](=O)[O-])c4)CC3)cc2)cc1	3	.	-1.1	.	24	3	1	-8	.	-0.4
Cc1cc(C)cc(N(CC(=O)Nc2ccc(C(F)(F)F)cc2)S(=O)(=O)c2c(C)[nH]c(=O)[nH]c2=O)c1	-11	-15	-0.3	10	25	-4	33*	-10	-31	0.3
O=C(CSc1nnc(-c2ccncc2)n1Cc1ccccc1)NCCc1ccccc1	-8	3	-0.2	-2	22	-20	-8	-5	14	.
CC(NC(=O)Nc1nnc(C(F)(F)F)s1)(C(F)(F)F)C(F)(F)F	57*	5	-0.3	4	13	-9	13	7	11	.
Cc1ccc(S(=O)(=O)C2C(=O)NC3(C)CC2c2ccccc2O3)cc1 (stereo unspecified)	2	0	i	5	1	6	-10	0	6	7.2
c1ccc(C2Nc3ccccc3C3OCCCC23)cc1 (stereo unspecified)	-1	4	-0.7	0	-3	-9	11	4	9	0.2
C=CCc1c(C)nc(C)nc1N/N=C/c1ccc(N(C)C)cc1	10	4	6.7	3	-4	.	24	-6	-1	.
Cc1ccc(S(=O)(=O)NNC(=O)Nc2cccc(F)c2)c(C)c1	-2	8	i	-4	-4	-7	1	-13	10	1.8
Cc1oc2cc3oc(=O)c(CCC(=O)NCc4ccccn4)c(C)c3cc2c1C	7	-7	-0.3	-5	29	-8	-18	2	9	0.8
CC(=O)N(CCCCN1C(=O)c2ccccc2C1=O)c1ccc(C)cc1	0	5	0.9	1	9	-4	10	4	-17	.
CCc1cc(=O)oc2cc(C)cc(OCC(=O)C(C)(C)C)c12	-6	-1	-0.2	2	8	-11	-25	3	37	-0.7
C=CCOC(=O)C1=C[C@H](C2CCCCC2)C[C@H](OCc2ccc(CO)cc2)O1	6	-7	2.4	.	32	-5	5	1	.	-0.9
O=C(c1ccc(OC2CCN(CCc3ccccc3)CC2)cc1)N1CCCC(O)C1 (stereo unspecified)	-9	0	1.0	0	5	-4	-4	1	9	0.3
OCC1(Cc2ccc(Cl)cc2)CCN(Cc2ccc(F)c(F)c2)CC1	-4	-3	-0.3	0	12	-6	-7	11	19	0.5
CC(C)(C)OC(=O)N1CCN(C(=O)c2[nH]cnc2C(=O)Nc2ccccc2F)CC1	7	.	i	.	11	.	23	-5	.	0.7
COc1ccc(Cc2nnc(NC(=O)C(C)C)s2)cc1	-2	0	0.0	1	0	-5	6	12	-18	-0.4
CCCCn1c(N)c(N(CCOC)C(=O)COc2ccc(C(C)=O)cc2)c(=O)[nH]c1=O	1	0	i	.	10	2	-5	3	.	0.6
COc1cc(O)cc(O)c1C(=O)/C=C/c1ccccc1	-4	-3	-0.3	5	-8	-3	14	-5	26	1.5
CO/N=C/c1ccc(N2CCN(C(=O)c3ccc(Cl)cc3Cl)CC2)c([N+](=O)[O-])c1	-5	-4	i	-1	7	.	12	7	28	.
CCOc1ccc(CCNC(=O)CS(=O)Cc2nc(-c3ccccc3C)oc2C)cc1OCC (stereo unspecified)	-13	7	i	-2	22	-6	15	4	-2	0.7
O=C(CCN1CCOCC1)N1CCCC(Nc2ccc(F)cc2)C1 (stereo unspecified)	-1	5	-0.9	0	-3	-5	7	-2	-10	2.8
CCNC(=O)NC(=O)C(C)OC(=O)CCCc1nc2ccccc2s1 (stereo unspecified)	-7	4	3.2	7	5	-4	7	3	-6	0.5
Cc1cn([C@H]2C[C@H](O)[C@@H](CNCc3ccc(-c4cc(Cl)ccc4C(F)(F)F)o3)O2)c(=O)[nH]c1=O	-1	.	-0.5	.	6	.	5	4	.	-1.2
COc1ccc(Nc2nccc(-c3ccc([N+](=O)[O-])cc3)n2)cc1	-15	-8	-1.2	-2	-23	3	14	11	5	0.0
COc1ccc(OC)c(-c2csc(NC(=O)C3CSC4(C)CCC(=O)N34)n2)c1 (stereo unspecified)	-1	-6	i	.	10	4	0	-4	.	1.8
Cn1nc(-c2ccccc2)c(CN2CCN(c3ncccn3)CC2)c1Cl	-4	8	-0.5	-1	27	5	7	-6	17	2.7
CCOc1ccc(C(=S)N2CCCC2)cc1OC	6	3	i	7	3	-4	-12	8	4	0.4
O=C1NCCN1C(=O)c1cccc(Cl)c1	3	-4	.	-1	-1	3	5	4	10	.
Cc1ccc(S(=O)(=O)n2cnc3ccccc32)cc1[N+](=O)[O-]	-2	-1	-1.0	0	-5	-3&-8	2	-1	.	-0.8
CC(=O)NCCn1c(SCC(=O)c2ccc(Cl)cc2)nc2ccccc2c1=O	-9	-4	i	0	3	1	3	-32	21	.
O=C(CCCOc1ccccc1)Nc1ccc(Cl)cn1	3	-3	-0.3	5	-2	-3	0	-20	5	-0.1

# Entries of single compounds, looked up by structure. Order of values: PrPC surface inh, Rv3671c protease, BH1578 lux ind, 3CLpro inhibitor, Yp Topo-I inh, PriA SSB inh, CCHFV vOTU inh, MazF activator, VHR inh abs, TcdB inh
# O=C(CCN1CCOCC1)N1CCCC(Nc2ccc(F)cc2)C1 (stereo unspecified) reads -1, 5, -0.9, 0, -3, -5, 7, -2, -10, 2.8
# O=C1NCCN1C(=O)c1cccc(Cl)c1 reads 3, -4, ., -1, -1, 3, 5, 4, 10, .
# CCOc1ccc(CCNC(=O)CS(=O)Cc2nc(-c3ccccc3C)oc2C)cc1OCC (stereo unspecified) reads -13, 7, i, -2, 22, -6, 15, 4, -2, 0.7
# Cn1nc(-c2ccccc2)c(CN2CCN(c3ncccn3)CC2)c1Cl reads -4, 8, -0.5, -1, 27, 5, 7, -6, 17, 2.7

# Next section.
mol	PrPC surface inh	Rv3671c protease	BH1578 lux ind	3CLpro inhibitor	Yp Topo-I inh	PriA SSB inh	CCHFV vOTU inh	MazF activator	VHR inh abs	TcdB inh
Cc1cc(NC(=O)c2c(F)cccc2Cl)n(-c2nc3ccccc3[nH]2)n1	-2	-33	-0.4	1	-17	-8	0	-6	0	.
O=C(Nc1ccc2c(c1)OCO2)C1CC1(Cl)Cl (stereo unspecified)	5	-3	i	.	-12	-5	7	2	.	-0.1
S=C(NCCc1ccccc1)Nc1ccc(Br)cc1	13	-9	-0.4	1	2	-23	14	-6	-5	0.5
COC(=O)c1ccccc1NC(=O)Cn1cnc([N+](=O)[O-])c1	-5	4	i	1	-2	4	-9	8	9	1.1
Cc1csc(NC(=O)CCNC(=O)c2ccc([N+](=O)[O-])cc2)n1	-24	-6	-0.6	1	-4	13	4	2	19	.
COCCOCC(O)CN1CCN(c2ccccc2)CC1 (stereo unspecified)	-5	-1	i	4	-2	-5	9	0	44	.
Cc1cc(O)c2c(c1)OC(C)(C)C1=C2CC(C)CC1 (stereo unspecified)	6	0	-0.6	2	-2	-8	9	13	22	1.1
CCN(CC(=O)NCCc1ccccc1)S(=O)(=O)c1ccc(Br)cc1	0	7	-0.5	2	25	-26	7	-1	22	0.4
O=C(NCc1cccnc1)c1ccc(COc2ccccc2Cl)o1	3	3	i	12	-5	-9	-1	4	26	-3.2
CC(=O)Nc1ccc(C(=O)Nc2nc(-c3cccnc3)cs2)cc1	-7	-2	3.3	5	-1	-1	-16	-33	5	0.5
COc1ccc(C(=O)NNC(=O)Nc2ccc(C)cc2)cc1	7	-2	-2.7	-1	-3	-3	-10	9	-5	.
CCOc1ccc(C(=O)N2CCN(C(=O)c3ccco3)CC2)cc1OCC	-1	-1	1.8	-10	4	-13	8	-4	-10	0.7
O=C1CCCc2c1[nH]c1ccc(Br)cc21	6	0	i	1	1	0	11	3	-1	.
CCc1noc(C)c1C(=O)Nc1cc(Cl)ccc1-n1cncn1	-4	-5	i	.	0	7	6	-7	.	0.7
Cc1ccc(C(=O)NCC(=O)OCCCOC(=O)CNC(=O)c2ccc(C)c(C)c2)cc1C	2	-12	-0.6	.	34	7	17	4	.	-1.2
Cc1cccnc1NC(=O)c1ccc([N+](=O)[O-])o1	-7	-5	i	-3	2	-13	-7	-5	9	.
O=C(COC(=O)C(O)C(O)C(=O)OCC(=O)c1ccc(C(F)(F)F)cc1)c1ccc(C(F)(F)F)cc1 (stereo unspecified)	0	5	-0.4	2	2	-6	-6	-7	14	-0.2
CCCCn1c(Cl)nc2c1c(=O)n(C)c(=O)n2C	0	5	-0.6	-7	5	-17	-11	-1	7	.
CCSc1nnc(-c2ccccc2SC)o1	8	7	i	-2	3	-6	-4	-7	6	-0.2
Cc1ccnc(SCC(=O)c2cc3ccccc3o2)n1	9	-4	-1.1	5	-1	6	0	5	17	-0.8
S=C(NCCCc1cnc[nH]1)NCCCN(Cc1ccccc1)c1ccc(Br)cn1	-21	.	-0.7	.	-18	.	6	.	.	0.4
COc1ccc(OC)c(C2C(C(=O)N(C)C)=C(C)Nc3nc4ccccc4n32)c1 (stereo unspecified)	-6	0	5.3	3	-3	-12	13	-10	11	.

# Reformatted with two lines to a compound: part of the list above.
# Values in the order: PrPC surface inh | Rv3671c protease | BH1578 lux ind | 3CLpro inhibitor | Yp Topo-I inh | PriA SSB inh | CCHFV vOTU inh | MazF activator | VHR inh abs | TcdB inh
- CC(NC(=O)Nc1nnc(C(F)(F)F)s1)(C(F)(F)F)C(F)(F)F
 : 57* | 5 | -0.3 | 4 | 13 | -9 | 13 | 7 | 11 | .
- Cc1ccc(S(=O)(=O)C2C(=O)NC3(C)CC2c2ccccc2O3)cc1 (stereo unspecified)
 : 2 | 0 | i | 5 | 1 | 6 | -10 | 0 | 6 | 7.2
- c1ccc(C2Nc3ccccc3C3OCCCC23)cc1 (stereo unspecified)
 : -1 | 4 | -0.7 | 0 | -3 | -9 | 11 | 4 | 9 | 0.2
- C=CCc1c(C)nc(C)nc1N/N=C/c1ccc(N(C)C)cc1
 : 10 | 4 | 6.7 | 3 | -4 | . | 24 | -6 | -1 | .
- Cc1ccc(S(=O)(=O)NNC(=O)Nc2cccc(F)c2)c(C)c1
 : -2 | 8 | i | -4 | -4 | -7 | 1 | -13 | 10 | 1.8
- Cc1oc2cc3oc(=O)c(CCC(=O)NCc4ccccn4)c(C)c3cc2c1C
 : 7 | -7 | -0.3 | -5 | 29 | -8 | -18 | 2 | 9 | 0.8
- CC(=O)N(CCCCN1C(=O)c2ccccc2C1=O)c1ccc(C)cc1
 : 0 | 5 | 0.9 | 1 | 9 | -4 | 10 | 4 | -17 | .

# Source: PubChem BioAssay (several laboratories)

# An excerpt, so the mix of outcomes need not match the whole.
